LGR2 antag: Drosophila LGR2 receptor signaling inhibition | AID 720647 | hit rate 0.35% among 380,000 | HEK293 LGR2, CRE-luciferase, bursicon-stimulated, 4 h | inhibition, % at 9.99 µM;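 active = drop in luminescence signal, shown as inhibition above about 50% in the replicate tests, limit read from the data, passing the limit was not always enough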;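 note: agonist challenge used bursicon conditioned medium at about half maximal strength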
PAX8 reporter: lowers PAX8-driven luciferase in RMG-I cells | RMG-I TPO-luciferase reporter, SteadyGlo, 24 h | inhibition, % at 12.6 µM | hit rate 1.2% among 360,000 | AID 652154;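 active = mean replicate inhibition at least 60% with every replicate also reaching 60%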;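 note: luciferase light reporting Pax8 driven TPO promoter activity; plate controls were median of neutral control wells for no effect and mitoxantrone controls for full effect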
FN deposition inh: fibronectin deposition inhibition; AH1F fibroblasts, Alexa488-fibronectin deposition fluorescence, overnight; inhibition, % at 12.6 µM; hit rate 0.086% among 350,000; AID 743247;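 active = mean inhibition across replicates of 30% or more, regardless of how many single replicates reach that level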;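 note: positive control wells lacked labelled fibronectin entirely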
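Material: AH1F fibroblasts assembling fluorescent fibronectin matrix; amount: 10000 AH1F cells/well; medium: DMEM, 2% serum; reagent: Alexa488-fibronectin, 24 nM final in well; dosing: single compound dose, delivered by pin transfer; incubation: 1 h adhesion, overnight exposure; detection: fluorescence after three HBSS washes, excitation 485 nm, emission 525 nm; measure: fibronectin deposition inhibition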
* marks the source's active call; other numbers are inactive results.

SMILES	LGR2 antag	PAX8 reporter	FN deposition inh
Cc1cc(S(=O)(=O)NCc2cccs2)ccc1-n1cnnn1	5.9	-14.5	2.5
Cc1cc(N=Cc2c(O)n(-c3ccc(C)c(C)c3)c(=O)c3ccccc23)no1	6.9	25.5	-1.1
CCOC(=O)c1c(NC(=O)COC(=O)CCS(=O)(=O)c2ccc(C)cc2)sc(C)c1C	10.9	-2.1	0.6
O=S(=O)(NCC1CCCO1)c1ccc(S(=O)(=O)N(Cc2ccccn2)C2CC2)cc1 (stereo not drawn)	8.6	12.9	-5.0
CCOC(=O)C1=C(c2ccccc2)NC(=S)NC1c1ccc(C)c([N+](=O)[O-])c1 (stereo not drawn)	5.7	10.8	-0.1
O=C(/C=C/c1ccc(F)cc1)NCc1cccs1	-43.1	-80.4	-4.0
CCCCCOc1ccc(NC(=O)C2OC3OC(C)(C)OC3C3OC(C)(C)OC23)cc1 (stereo not drawn)	1.5	-6.2	-2.2
COc1ccc(/C(C)=N\NS(C)(=O)=O)c(OC)c1	-2.9	6.9	-3.7
COc1ccc(C(=O)Nc2ccccc2-c2ccccc2)cc1Cl	11.2	-10.2	0.6
CC(=O)c1cccc(NC(=O)CC2S/C(=N/N=C/c3ccccc3)NC2=O)c1 (stereo not drawn)	-13.9	-2.9	6.7
Cc1cc(NC(=O)/C=C/c2ccc(Br)cc2)no1	-16.1	1.9	0.8
Cc1cccc2cc(CN(Cc3cccs3)C(=S)NCc3ccco3)c(=O)[nH]c12	9.1	4.7	3.1
O=C(Nc1ncccn1)c1cc([N+](=O)[O-])cc([N+](=O)[O-])c1	10.6	6.9	-6.3
COc1cc(/C=C/C(=O)Nc2ccc(C)cc2)cc(OC)c1OC	-5.6	8.9	0.8
Cc1ccc(NC(=S)NC2CCN(Cc3ccccc3)CC2)cc1	18.3	5.2	-1.4
CCCCC(=O)Nc1ccccc1C(=O)OCC(=O)c1ccc2c(c1)OCCO2	1.8	-32.1	1.4
CCCn1c(=S)[nH]c2cc(C(=O)N3CCc4ccccc4C3)ccc2c1=O	3.0	-1.0	3.2
O=C(Nc1ncc(Cc2ccc(Cl)cc2Cl)s1)c1ccc([N+](=O)[O-])cc1	-6.4	3.4	4.9
CCN(CC1COc2ccccc2O1)S(=O)(=O)c1ccc(C)cc1 (stereo not drawn)	14.0	-3.9	-4.6
C/C(=N\NC(=O)c1ccc(=O)[nH]n1)c1cccnc1	-5.6	-0.6	8.0
CCc1ccc(/C=C2\Oc3ccc(C(=O)OC)cc3C2=O)cc1	-20.6	-44.2	-3.4
O=C(CNc1ccccc1)N/N=C/c1c[nH]c2ccccc12	25.5	19.7	-6.9
C#CCSc1nc2[nH]ncc2c(=O)[nH]1	17.4	4.7	-2.4
C=CCc1ccccc1OCCSc1nc2ccc([N+](=O)[O-])cc2s1	17.2	27.3	5.7

Four of the compounds above, field by field.
CCCCC(=O)Nc1ccccc1C(=O)OCC(=O)c1ccc2c(c1)OCCO2
- LGR2 antag: 1.8
- PAX8 reporter: -32.1
- FN deposition inh: 1.4
O=C(Nc1ncccn1)c1cc([N+](=O)[O-])cc([N+](=O)[O-])c1
- LGR2 antag: 10.6
- PAX8 reporter: 6.9
- FN deposition inh: -6.3
CCc1ccc(/C=C2\Oc3ccc(C(=O)OC)cc3C2=O)cc1
- LGR2 antag: -20.6
- PAX8 reporter: -44.2
- FN deposition inh: -3.4
C=CCc1ccccc1OCCSc1nc2ccc([N+](=O)[O-])cc2s1
- LGR2 antag: 17.2
- PAX8 reporter: 27.3
- FN deposition inh: 5.7

Following part.
SMILES	LGR2 antag	PAX8 reporter	FN deposition inh
Cc1ccc(NC(=O)CSc2nnc(Cc3ccccc3)o2)cc1	-2.8	-6.5	-5.5
O=C(C1=NN[C@@H]2C(=O)N(c3cccc(C(F)(F)F)c3)C(=O)[C@H]12)c1ccc2ccccc2n1	2.3	9.8	-3.0
Cc1ccc(NC(=O)COC(=O)c2cc(Cl)ccc2Cl)c(Br)c1	3.2	7.2	12.8
CN(C)S(=O)(=O)c1cccc(NC(=O)COC(=O)c2cc(=O)[nH]c(=O)[nH]2)c1	1.3	-0.2	-3.5
COc1cc(/C=C2/SC(=S)N(CC(=O)Nc3cccnc3)C2=O)cc(OC)c1OC	25.2	0.4	-8.0
COc1ccccc1C(=O)N/N=C(\C)c1ccc(NC(=O)C2CC2)cc1	-12.0	1.7	6.5
CCN(c1ccc(NS(=O)(=O)c2cc(Cl)ccc2Cl)cc1)C(C)C	4.3	1.0	-5.4
Cc1ccc(NC(=O)CN2C(=O)N/C(=C/c3ccc(N4CCOCC4)cc3)C2=O)cc1	-44.4	-51.8	4.2
O=C(N/N=C/c1cn[nH]c1-c1ccc(F)cc1)c1ccncc1	3.4	-9.2	4.8
Cn1c(=O)c2c(ncn2CC(=O)OCC(=O)NCc2ccc(Cl)cc2)n(C)c1=O	4.0	-13.5	2.0
O=C(CSc1nnnn1-c1ccc(Cl)cc1)NNC(=O)c1ccc([N+](=O)[O-])cc1	3.3	-9.7	-8.1
Cc1ccc(/C=C(\NC(=O)c2ccccc2)C(=O)NCCc2ccccn2)o1	7.0	-0.8	-6.0
O=C(NC(c1ccccc1)C(Cl)Cl)c1ccccc1 (stereo not drawn)	-11.0	-0.4	-7.4
CC(C)CC(=O)NC(c1ccccc1Cl)c1c(O)ccc2ccccc12 (stereo not drawn)	11.0	-4.3	2.7
CCCCNC(=S)N(C)/N=C/c1c(C)[nH]c2ccccc12	13.8	-16.2	-3.9
Cc1ccc(/C=C2/NC(=O)N(Cc3ccccc3F)C2=O)s1	-19.7	-13.0	-15.1
CCCCn1c(O)c(N=Nc2ccccn2)c2ccccc21	3.2	-54.1	5.0
COc1ccc(OC)c(NC(=O)C(=O)NCCC2=CCCCC2)c1	-6.8	-17.7	-1.4
CCn1ncc(CNC(=O)C2(C)CC2(Br)Br)c1C (stereo not drawn)	1.9	-16.5	2.2
O=C(Nc1ccc(S(=O)(=O)N2CCCC2)cc1)c1ccc2c(=O)n3c(nc2c1)CCCCC3	8.7	29.2	4.1
COc1ccc(C(=O)Cc2nnc(C)s2)c(OC)c1	-1.6	-26.6	-9.5
C[C@H](NS(=O)(=O)c1ccc(Cl)cc1)C(=O)OCC(=O)NC(=O)Nc1ccc2c(c1)OCCO2	-21.7	-68.8	-6.4
CCN(CC(=O)Nc1ccc(NC(C)=O)cc1)c1ccc(C(F)(F)F)cn1	-8.2	11.3	1.4
Cc1cccc(NC(=O)c2ccc(S(=O)(=O)C(F)F)cc2)c1C	-1.4	-7.9	-4.4

The final 5 records of the section before are carried over, then new ones follow.
SMILES	LGR2 antag	PAX8 reporter	FN deposition inh
O=C(Nc1ccc(S(=O)(=O)N2CCCC2)cc1)c1ccc2c(=O)n3c(nc2c1)CCCCC3	8.7	29.2	4.1
COc1ccc(C(=O)Cc2nnc(C)s2)c(OC)c1	-1.6	-26.6	-9.5
C[C@H](NS(=O)(=O)c1ccc(Cl)cc1)C(=O)OCC(=O)NC(=O)Nc1ccc2c(c1)OCCO2	-21.7	-68.8	-6.4
CCN(CC(=O)Nc1ccc(NC(C)=O)cc1)c1ccc(C(F)(F)F)cn1	-8.2	11.3	1.4
Cc1cccc(NC(=O)c2ccc(S(=O)(=O)C(F)F)cc2)c1C	-1.4	-7.9	-4.4
COc1ccc(/C=C/C(=O)c2ccncc2)c2ccccc12	9.7	24.5	5.8
C(=N\NC(=Nc1ccccc1)c1ccccn1)/c1ccccn1	13.1	-28.5	7.8
COc1ccc(N=c2cc(-c3ccc(OC)cc3)oc3ccccc23)cc1	-11.8	-110.6	-5.6
COc1ccccc1NC(=O)CSCc1ccc([N+](=O)[O-])cc1	15.1	5.8	-5.9
O=C(c1cc(Cl)ccc1[N+](=O)[O-])N1CCc2ccccc2C1	5.4	7.9	-1.0
Cc1nc(SCC(=O)NC(=O)NCCC(C)C)c2c(-c3cccs3)csc2n1	8.8	6.0	-0.7
CC1(C)Cc2ccccc2-c2nnc(-c3cccnc3)n21	0.2	-1.1	3.4
CC(C)OC(=O)NC(c1ccccc1)C(Cl)(Cl)Cl (stereo not drawn)	13.7	5.6	3.1
CCOC(=O)C(=O)N1CCN(CC)CC1	-2.4	-19.7	0.8
COc1ccccc1CC(=O)Nc1ccc2nc(C)sc2c1	-17.2	-5.6	-1.4
COC(=O)C(C)NC(=O)c1ccc(C(C)(C)C)cc1 (stereo not drawn)	-14.1	-51.9	2.4
COc1ccc(N2C(=O)/C(=C/c3cccnc3)NC2=S)cc1	10.9	2.3	-3.6
Cc1c(NC(=S)Nc2ccccc2C(F)(F)F)cccc1[N+](=O)[O-]	-9.1	24.8	10.0
Cc1ccc(C(=O)N/C(=C\c2ccc(-c3cccc([N+](=O)[O-])c3)o2)C(=O)NC(C)(C)C)cc1	29.3	5.9	7.8
COc1cccc(/C=N/NC(=O)C(=O)NCc2ccco2)c1OC	-4.6	15.0	5.2
CN(CC(=O)OCC(=O)NCc1ccccc1)S(=O)(=O)c1ccc(Cl)cc1	-12.0	1.9	-2.4
CC(=O)N(CN1C(=O)c2ccccc2C1=O)c1ccc2c(c1)oc1ccccc12	-3.5	7.4	-0.4
COc1cc(/C=N/Nc2cccc(C)c2)ccc1OC(=O)c1cccs1	-25.6	7.6	-12.9
O=C(CSc1nc2cc(C(F)(F)F)ccc2n1Cc1ccccc1)NC1CCS(=O)(=O)C1 (stereo not drawn)	-0.6	5.9	-6.9
O=C(Nc1cc([N+](=O)[O-])ccc1F)C1CC1	-4.0	-10.0	11.6
O=C(N/N=C/c1ccsc1)c1cc(-c2ccncc2)nc2ccccc12	2.1	21.2	-10.6
Cc1ccc(/C=N/NC(=O)c2ccoc2C)o1	-17.8	0.8	2.5
O=C1N/C(=C/c2cccn2-c2ccccc2)C(=O)N1Cc1ccccc1F	9.2	-16.7	3.4
S=C(NCCc1ccccn1)Nc1ccc(Cl)c(Cl)c1	-4.7	-17.6	11.6
Cc1ccc(NC(=O)/C(=C\c2cccs2)NC(=O)c2ccccc2)cc1	-9.6	9.2	6.9
COc1ccc(OC)c(NC(=O)c2cccc(S(=O)(=O)N(Cc3ccccc3)c3ccccc3OC)c2)c1	-19.4	8.6	1.7
Cc1cc(C)c(NC(=O)c2sc3nc4c(cc3c2N)C(=O)CC(C)(C)C4)c(C)c1	16.5	-12.4	-5.3
COc1ccc(NC(=O)c2cccnc2NCCc2ccccc2)cc1	-3.2	-38.2	-1.8
CC(=O)c1ccc(N2Cc3ccccc3/C2=N\C(=O)Nc2ccc(Cl)cc2)cc1	-17.2	-31.6	-2.6
Cc1ccc(NS(=O)(=O)c2ccc(Cl)c(C(=O)Nc3ccccc3-c3nc4ccccc4[nH]3)c2)cc1C	-21.1	11.4	-4.4
CC(C)Nc1nnc(Sc2ccc(Cl)cc2[N+](=O)[O-])s1	-3.6	-19.2	-0.5
N#CC1=C(N)OC2=C(C(=O)CC(c3ccccc3)C2)C1c1cccnc1 (stereo not drawn)	-12.8	0.0	2.7
Cc1ccc(C(=O)NC(=S)Nc2cccc(NC(=O)c3ccccc3)c2)cc1[N+](=O)[O-]	-11.2	8.7	0.6
CC1CC(C)CN(C(=O)/C(=C\c2ccccc2)c2ccccc2)C1 (stereo not drawn)	16.0	-7.4	0.9
O=C(NC1CCCCC1)c1sc(N2CCOCC2)nc1-c1ccccc1	-15.4	6.7	7.0
COc1cc(OC)cc(C(=O)NCC(=O)OCc2csc(-c3ccccc3)n2)c1	-0.3	-6.6	-13.1

Complete entries as entered above. Screens in order: LGR2 antag | PAX8 reporter | FN deposition inh
Cc1cc(C)c(NC(=O)c2sc3nc4c(cc3c2N)C(=O)CC(C)(C)C4)c(C)c1 in the list: 16.5 | -12.4 | -5.3
COc1ccc(OC)c(NC(=O)c2cccc(S(=O)(=O)N(Cc3ccccc3)c3ccccc3OC)c2)c1 in the list: -19.4 | 8.6 | 1.7
O=C(NC1CCCCC1)c1sc(N2CCOCC2)nc1-c1ccccc1 in the list: -15.4 | 6.7 | 7.0

Following part.
SMILES	LGR2 antag	PAX8 reporter	FN deposition inh
CCC(CC)NC(=O)c1oc2ccccc2c1COc1ccccc1	-12.5	-4.9	-8.8
O=C(Nc1cc(C(F)(F)F)ccc1Cl)c1ccc(NC(=O)C(F)(F)F)cc1	-2.1	-7.5	0.0
CC1=C(C)C(c2ccccc2)NC(=S)N1 (stereo not drawn)	10.6	10.8	2.1
O=C(NCCc1nc2ccccc2[nH]1)/C(=C/c1ccc2c(c1)OCO2)NC(=O)c1ccc(Cl)cc1Cl	5.8	16.7	0.8
O=C(Cc1ccccc1)N/N=C/c1cccn1-c1ccc([N+](=O)[O-])cc1	-5.6	16.9	-9.0
CCOc1ccccc1/C=C(/NC(=O)c1ccccc1)C(=O)NCC(=O)O	-3.0	13.7	3.8
C=CCn1c(C)cc(C(=O)COc2ccc(S(=O)(=O)N3CCCC3)cc2[N+](=O)[O-])c1C	-28.4	1.2	-1.0
O=C(Nc1cccc(S(=O)(=O)N2CCOCC2)c1)c1c2c(nc3ccccc13)CCC2	27.4	4.9	-5.8
CCOC(=O)N1CCN(c2ccc(C(C)=O)cc2F)CC1C (stereo not drawn)	29.6	12.5	1.7
CC(=O)Nc1ccc(/C(C)=N/NC(=O)c2ccc(F)cc2)cc1	3.4	-18.9	0.9

Screening results from PubChem BioAssay.

Not all compounds are listed (hit frequency here may not be typical).
